# DTT redox prof – compounds producing H2O2 with reducing agent – biochemical, NIH compound library profiling, artefact control for MLSCN library redox annotation, primary screen. activation, % at 10 µM. 200,000 compounds, 0.03% hits. DTT-dependent redox cycling H2O2, phenol red/HRP absorbance; 100% = 100 µM peroxide control, 0% = buffer. AID 878, 2007;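 active means activation of at least 50% relative to the plate's high and low controls in the primary single-dose screen; inactive means activation below 50%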;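 further: compound incubated with DTT at 0.8 mM final as the reducing agent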
# RAM network inh – inhibitors of the yeast RAM network, primary screen, dse1pr::URA3 reporter, 5-FOA selection; inhibition, % at 50 µM; S. cerevisiae dse1pr::URA3 reporter, 5-FOA growth OD615, 2 d; analog-sensitive cbk1-as2 kinase mutant strain; AID 868, 2007; 190,000 compounds, 1.8% hits;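 active means inhibition above a set limit, 3 SD over mean compound inhibition, cut at about 8.4% in these data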;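 further: 0% = DMSO-only wells with no growth and 100% = 10 µM 1-NA-PP1 full growth; inhibition rescues growth on 5-FOA so higher OD means more RAM inhibition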
# Diaphorase inh – diaphorase inhibitors and chemical oxidizers, primary screen, counter-screen for diaphorase-coupled primary assays, biochemical, uHTS, resorufin fluorescence; 190,000 compounds, 0.69% hits; AID 1217, 2008; inhibition, % at 20 µM; diaphorase resazurin-to-resorufin fluorescence, NADH, 16 min; bacterial (C. kluyveri) enzyme, not human;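 active means primary screen inhibition at 20 µM above a set limit, cut at about 50% in these data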;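 further: plate controls were DMSO with full reaction for no effect and wells lacking NADH for full effect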
#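 material = Clostridium kluyveri diaphorase enzyme | amount = 0.14 U/mL diaphorase, enzyme working solution | schedule = incubation 16 min, room temperature | detection = fluorescence of resorufin formed from resazurin, Ex 544/Em 590 nm | benchmarks = positive control minus NADH, DMSO neutral control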
# TLR4 MyD88 comp – inhibitors of TLR4-MyD88 association in cells, primary screen, cell-based, HeLa CL3-4, BLA complementation, FRET ratio. 200,000 compounds, 0.18% hits. AID 861, 2007. HeLa CL3-4 TLR4/MyD88 BLA complementation. inhibition, % at 8.4 µM. Toll-like receptor 4 (Homo sapiens) + Myeloid differentiation primary response protein …; in the data active means inhibition above about 25%;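 further: 0% = vehicle and 100% = reference inhibitor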
# Lmaj promast – Leishmania major promastigote growth inhibition, primary screen; inhibition, % at 10 µM; 200,000 compounds, 9% hits; Leishmania major promastigotes, resazurin fluorescence viability;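 further: promastigotes grown with compound for 44 hours at 28 °C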
# PMI act satM6P – human PMI activators, high substrate, primary screen, biochemical, fluorescence intensity, near-saturating mannose 6-phosphate; coupled PMI enzyme assay, resazurin fluorescence, 20 min; active compounds read high; 1 = untreated enzyme, 0 = substrate-free blank; activation factor at 20 µM; 190,000 compounds, 0.34% hits;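 active means activation factor of 2 or more at 20 µM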
# Target sequence (P34949 whole entry, looked up): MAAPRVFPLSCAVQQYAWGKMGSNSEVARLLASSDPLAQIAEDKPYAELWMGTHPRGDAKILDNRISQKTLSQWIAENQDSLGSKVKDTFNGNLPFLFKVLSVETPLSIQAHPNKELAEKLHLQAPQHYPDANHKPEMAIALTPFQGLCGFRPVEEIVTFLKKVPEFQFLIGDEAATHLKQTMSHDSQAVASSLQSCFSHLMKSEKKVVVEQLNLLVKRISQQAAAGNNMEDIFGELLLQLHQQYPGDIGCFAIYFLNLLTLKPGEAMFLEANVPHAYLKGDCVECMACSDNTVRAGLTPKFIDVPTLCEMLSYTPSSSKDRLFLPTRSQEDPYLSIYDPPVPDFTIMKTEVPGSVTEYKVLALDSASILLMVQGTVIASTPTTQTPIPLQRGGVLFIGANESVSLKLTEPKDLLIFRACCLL
#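 assay system = human phosphomannose isomerase with PGI, G6PDH, diaphorase coupling enzymes | quantity = 15 ng/mL PMI | incubation = enzyme reaction with compound 20 min at room temperature | medium = HEPES pH 7.4 buffer with MgCl2 and Tween-20 | compound dosing = one concentration, 20 µM, in 1% DMSO | measured by = Diaphorase-driven resazurin-to-resorufin fluorescence, excitation 544, emission 590 nm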
# S1P3 antag – S1P3 receptor antagonists, primary screen, cell-based. Sphingosine 1-phosphate receptor 3 (Homo sapiens), Q99500. inhibition, % at 4.98 µM. 170,000 compounds, 0.27% hits. AID 485, 2006. CHO S1P3 NFAT-BLA reporter, FRET fluorescence, antagonist mode;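 active means inhibition above the plate cutoff, the mean inhibition of test wells on that plate plus 3 SD, cut at about 28% in these data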;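 further: cells challenged with S1P at its EC80 of 0.8 µM; blue over green emission ratio from cleaved BLA substrate after 4 h stimulation; 0% = S1P-stimulated wells and 100% = unstimulated DMSO-only wells; some compounds past the cut are filed as inactive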
# Target sequence (Q99500 whole entry, looked up): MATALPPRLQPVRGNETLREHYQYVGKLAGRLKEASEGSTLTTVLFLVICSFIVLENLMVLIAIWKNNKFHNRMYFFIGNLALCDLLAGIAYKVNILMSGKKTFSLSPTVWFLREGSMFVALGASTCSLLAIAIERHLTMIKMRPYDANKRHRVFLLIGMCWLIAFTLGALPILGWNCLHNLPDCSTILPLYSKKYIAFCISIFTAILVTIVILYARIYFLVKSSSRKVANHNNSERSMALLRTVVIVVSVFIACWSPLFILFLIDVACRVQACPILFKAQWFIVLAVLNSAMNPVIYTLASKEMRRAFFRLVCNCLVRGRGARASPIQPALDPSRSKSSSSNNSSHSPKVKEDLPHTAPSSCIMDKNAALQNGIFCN
# Diaph act CS – compounds boosting diaphorase resazurin reduction – biochemical, uHTS, resorufin fluorescence, counter-screen for diaphorase-coupled primary assays, primary screen | 190,000 compounds, 0.005% hits | Diaphorase/resazurin coupled assay, 16 min; active compounds read high; 1 = vehicle wells, 0 = NADH-free wells | activation factor at 20 µM | AID 1229, 2008;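 active means diaphorase activity raised at least twofold by the compound at 20 µM; inactive means activation factor below 2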
#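 Material: purified diaphorase enzyme from Clostridium kluyveri / Medium: HEPES pH 7.4 buffer with MgCl2 and Tween 20 / Schedule: enzyme reaction of 16 min at room temperature / Measured by: resorufin fluorescence, excitation 544 nm, emission 590 nm / Evaluation: rise in resorufin formation, marking diaphorase activation or chemical reduction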
# PMI activator – activators of human PMI, primary screen, biochemical, fluorescence intensity, near-Km mannose 6-phosphate. Mannose-6-phosphate isomerase (Homo sapiens), P34949. purified human PMI, coupled resazurin fluorescence, 20 min; active compounds read high; 1 = vehicle control, 0 substrate-free wells. activation factor at 20 µM. 190,000 compounds, 0.005% hits;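 active means activation factor of 2 or more at 20 µM, relative to plate controls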
# Hsp70 activator – Hsp70 transcriptional activators, primary screen, cell-based, HeLa, Hsp70 promoter luciferase, luminescence, 10 µM. HeLa Hsp70 promoter luciferase reporter; scaled: vehicle 0, proteasome-inhibitor control 100%. activation, % at 10 µM. 200,000 compounds, 0.04% hits;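 active means activation above the mean across all tested compounds plus 3 SD, cutoff set per campaign, cut at about 5.5% in these data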;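 further: 100% = MG132 at 30 µM as the positive control and 0% = DMSO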
# G6PDH CS – L. mesenteroides G6PDH inhibitors, counter-screen for G6PDH-coupled screening assays, biochemical, Leuconostoc mesenteroides enzyme | glucose-6-phosphate dehydrogenase [Leuconostoc mesenteroides] | Purified L. mesenteroides G6PDH, diaphorase/resazurin coupled fluorescence, 45 min | inhibition, % at 5 µM | 200,000 compounds, 0.12% hits | AID 1020, 2008
# Numbers without * were called inactive; · = not tested or not shown. Unless noted, no stated cut-off is given here; in the data, active means inhibition above about 50%; inactive means the rest.
no.	smiles	DTT redox prof	RAM network inh	Diaphorase inh	TLR4 MyD88 comp	Lmaj promast	PMI act satM6P	S1P3 antag	Diaph act CS	PMI activator	Hsp70 activator	G6PDH CS
1	COc1ccc(NC(=O)CN2CCN(C3c4ccccc4-c4ccccc43)CC2)cc1	1.0	1.6	11.3	10.8	23.6	1	·	0.9	0.9	-0.1	0.5
2	O=c1[nH]c2ccccc2n2cnnc12	-1.7	1.1	4.5	-6.0	-0.6	1.1	-8.8	1	1.1	-0.2	3.5
3	COc1cccc(OCCOCC(O)CN2CCN(Cc3ccc(Cl)cc3)CC2)c1 (stereo unspecified)	-0.2	1.6	16.4	-13.6	52.1*	1.2	17.1	0.8	1.2	-0.1	14.0
4	CC(C)NC(=O)C(=O)NNC(=O)C12CC3CC(CC(C3)C1)C2	0.7	0.6	3.8	-13.0	-5.3	1.1	·	1	1.1	-0.2	3.7
5	CCOC(=O)C1(CC2CC2)CCN(Cc2ccc(C(=O)OC)cc2)CC1	-0.3	1.1	·	3.1	92.2*	·	-20.1	·	·	-0.1	14.4
6	Cc1ccc2cc(/C=N/NC(=O)c3ccccc3[N+](=O)[O-])c(Cl)nc2c1	-0.7	4.1	11.6	6.4	19.5	1	4.5	0.9	1	0.2	-1.2
7	O=C(CSc1ncnc2c1cnn2-c1ccccc1)Nc1ccccc1	-2.5	1.9	-2.0	-1.3	-1.6	0.9	-24.0	1	1	-0.2	-17.5
8	CC1CN(C(=O)CN2C(=O)c3ccccc3S2(=O)=O)CC(C)O1 (stereo unspecified)	-0.9	0.5	-6.8	1.1	1.0	1	·	1.1	1.1	-0.1	9.6
9	COc1ccc(/C=C(\C#N)C(=O)OCC(=O)Nc2c(C)cccc2C(C)C)cc1	0.2	3.5	5.0	-9.8	-5.6	1	1.8	0.9	0.9	-0.3	20.4
10	Cc1ccc(C)c(NS(=O)(=O)c2cc(C(=O)Nc3ccccc3-c3ccccc3)ccc2C)c1	0.7	4.1	14.3	-7.3	25.9	0.9	·	0.9	0.9	-0.2	7.5
11	CCCCNC(=O)N1CCOCCOCCN(C(=O)NCCCC)CCOCCOCC1	2.7	0.3	8.3	5.8	-2.2	1	·	0.9	1	-0.2	-13.3
12	CC1(C)Cc2c(sc3c2c(=N)n(Cc2ccco2)c(=O)n3CC(=O)Nc2ccccc2)CO1	-2.9	-0.4	8.4	-7.6	17.5	1	-17.5	0.9	0.9	-0.2	6.0
13	COc1ccc(C=C2C(=O)c3ccccc3C2=O)cc1O	-0.1	2.4	36.7	-13.4	13.6	0.4	-10.5	0.6	0.8	-0.1	15.5
14	CCOc1ccc(-n2nnnc2-c2nc3ccccc3s2)cc1	0.1	1.4	4.1	-16.6	-2.9	1	-1.6	1	0.9	0.2	5.4
15	Cc1nn(-c2nc3ccccc3s2)c(N)c1-c1ccc(Cl)cc1	3.7	3.9	-3.7	-7.4	-3.1	1	16.8	1	1.1	-0.3	4.6

# New compounds follow
no.	smiles	DTT redox prof	RAM network inh	Diaphorase inh	TLR4 MyD88 comp	Lmaj promast	PMI act satM6P	S1P3 antag	Diaph act CS	PMI activator	Hsp70 activator	G6PDH CS
16	Cc1nn(Cc2ccc(C(=O)Nc3ccc(C(=O)OC(C)C)cc3)o2)c(C)c1Cl	0.9	4.6	5.0	-4.2	34.8	0.9	11.7	0.9	0.9	-0.2	4.8
17	CC1(C)Cc2c(sc3c2c(N)nc(=S)n3Cc2ccccc2)CO1	0.6	7.6	3.4	8.2	10.8	1.2	7.3	1	1.2	-0.1	3.4
18	Cc1ccc(NC(=O)C2CCN(S(=O)(=O)c3c(C)[nH]c(=O)[nH]c3=O)CC2)cc1	-4.1	4.0	4.1	-11.6	-3.8	1	·	1	0.9	0.2	0.3
19	COC(=O)c1cc(Br)c(=O)n(CCN(C(C)C)C(C)C)c1	1.7	1.2	11.4	11.8	-1.4	1	-26.1	0.9	1	0.0	0.9
20	CCOC(=O)c1c(C2CC2)csc1NC(=O)COC(=O)c1cc(OC)c(OC)cc1[N+](=O)[O-]	0.7	3.8	24.3	3.6	90.8*	0.8	-2.0	0.8	0.7	-0.2	-17.4
21	O=C(COC(=O)CCc1nc2ccccc2s1)Nc1ccc(S(=O)(=O)N2CCOCC2)cc1	·	2.6	19.0	·	·	1	-15.2	0.8	1	·	-2.5
22	C#Cc1ccc([C@H]2C=C(C(=O)NC3CC3)O[C@@H](OCC)[C@@H]2CCCO)cc1	-1.7	0.0	22.8	-13.0	-2.8	0.9	-18.9	0.8	0.8	0.1	15.6
23	O=S(=O)(N/N=C\c1ccc(-c2ccccc2Cl)o1)c1ccccc1	-1.3	10.1*	23.3	-0.5	47.4	1.3	·	0.8	1.3	-0.2	5.1
24	CCOc1cc(/C=N/NC(=O)c2ccc(=O)n(C)c2)ccc1O	-0.9	0.8	6.6	-6.3	-6.5	0.9	3.6	0.9	0.9	-0.3	12.0
25	CCOC(=O)c1ccc(NC(=O)CSc2nc(NC(=O)c3ccccc3)c3c(C)c(C)oc3n2)cc1	-5.0	6.1	18.4	-9.1	25.8	0.9	·	0.8	1	-0.1	6.8
26	COc1ccccc1Nc1nnc(SCc2cc(=O)n3ccsc3n2)s1	-0.1	2.3	15.7	-6.8	10.8	0.8	-4.5	0.8	1.1	-0.1	-9.3
27	CC(=O)Nc1ccc2oc(-c3ccccc3Br)nc2c1	0.7	-0.3	9.1	11.0	5.7	0.9	22.5	0.9	1	-0.4	2.7
28	O=C(Nc1ccc([N+](=O)[O-])cn1)C1CC1	-0.8	-0.4	3.4	15.5	-0.1	1.1	-9.7	1	1.1	-0.1	3.3
29	COC(=O)c1ccc(OC(=O)CCN2C(=O)C3C4c5ccccc5C(c5ccccc54)C3C2=O)cc1 (stereo unspecified)	0.4	2.7	16.3	-13.0	-5.8	1	-5.0	0.8	0.9	-0.4	-18.8
30	COc1ccc(C2SC[C@@H](C(=O)O)N2C(C)=O)cc1 (stereo partly specified)	1.3	-0.1	19.2	-3.0	-3.8	0.9	·	0.8	0.9	-0.4	1.5

# Remaining list, next part.
no.	smiles	DTT redox prof	RAM network inh	Diaphorase inh	TLR4 MyD88 comp	Lmaj promast	PMI act satM6P	S1P3 antag	Diaph act CS	PMI activator	Hsp70 activator	G6PDH CS
31	CCOC(=O)N/N=C\c1cccc(OC)c1	-0.9	0.2	-18.7	-16.9	-4.6	1.1	6.5	1.2	1.1	-0.2	9.5
32	O=C(NCCO)c1cccc(Cl)c1	0.2	1.8	3.2	3.0	-4.7	1	·	1	1	-0.4	1.5
33	COc1ccc(NC(=O)COC(=O)[C@@H]2CCCN2C(=O)c2cccs2)cc1	1.5	-0.5	10.3	-3.1	-0.4	1	·	0.9	1	0.1	-3.3
34	COCCOc1cc(NC(=O)c2ccccc2)c(Cl)cc1Cl	-0.7	4.0	9.5	10.1	2.6	1.1	-2.4	0.9	1	0.0	9.7
35	COCCCNc1nc2ccccc2nc1NS(=O)(=O)c1ccccc1	0.5	2.7	-2.2	-0.3	11.9	1.1	-11.7	1	1.1	0.6	6.6
36	C=CCNC(=O)CC12CC3CC(C1)CC(CC(=O)NCC=C)(C3)C2	-0.2	1.1	1.1	-1.5	-6.2	0.9	-18.6	1	0.9	0.6	13.1
37	CCc1nnc(NC(=O)CC(CN(C)S(=O)(=O)c2ccccc2)c2ccccc2)s1 (stereo unspecified)	-0.5	3.2	11.1	-3.0	15.4	0.9	·	0.9	0.9	-0.4	-15.6
38	C#CCOCCOCCOCCNc1nc(N2CCN(C(=O)[C@H]([C@@H](C)CC)n3cc([C@@H](N)CO)nn3)CC2)nc(N2CCN(C(=O)[C@H]([C@@H](C)CC)n3cc([C@@H](N)CC(C)C)nn3)CC2)n1	1.6	-0.2	34.2	-13.9	0.0	1.4	-16.9	0.7	0.9	-0.1	17.0
39	NC(=O)C1CCN(C(=O)CSc2ncccn2)CC1	0.0	0.6	12.8	0.8	-5.5	0.9	-14.0	0.9	0.9	-0.2	5.3
40	CCC(C)(C)NC(=O)Cc1ccc(OC)c(OC)c1	0.5	0.7	11.5	-0.3	11.9	1	·	0.9	1	-0.2	3.6
41	O=C(Nc1nccs1)c1ccc(COc2ccc(Cl)cc2)o1	0.1	3.1	16.0	3.8	-7.2	0.9	-15.1	0.8	0.9	-0.4	5.7
42	Cc1ccc2[nH]c(=O)c(CC=C(Cl)Cl)c(C)c2c1	0.1	1.8	7.7	-4.6	5.8	1	10.8	0.9	1	0.1	-0.3
43	Cc1ccc(C2CCN(C(=O)Nc3ccccc3)C2)cc1 (stereo unspecified)	-0.4	0.1	15.0	1.1	-1.0	1	14.2	0.8	1	0.0	4.7
44	COc1cc(/C=C/C(=O)OCC(=O)Nc2ccccc2Sc2ccc(Cl)cc2)ccc1O	-0.1	15.2*	34.5	-12.8	26.3	0.8	-23.6	0.7	0.8	-0.5	-4.2
45	Cc1ccccc1N(CC(=O)N/N=C/c1cc(Br)c(C)o1)S(C)(=O)=O	-0.8	1.1	20.3	-6.0	3.8	0.9	8.2	0.8	0.8	-0.2	8.8
46	Cc1ccccc1Cn1ccc(-c2ccc3c(c2)OCO3)n1	1.0	-0.8	18.0	1.4	0.3	0.8	·	0.8	0.8	0.1	4.1
47	Cc1ccsc1S(=O)(=O)N1CCCC(CCC(=O)NCc2ccccc2F)C1 (stereo unspecified)	-0.9	1.5	13.9	-8.5	6.1	1.1	4.8	0.9	1.1	-0.2	10.2
